Screening results as filed in PubChem.
CCHF vOTU inh – blocks the CCHF virus ovarian tumor domain protease | AID 651958 | hit rate 0.55% among 370,000 | CCHFV vOTU protease, Pep-AMC fluorescence | inhibition, % at 11.5 µM; in the data active = inhibition above about 30%; also: 0% = vehicle wells with enzyme and 100% = no enzyme wells
PrPC surface inh – inhibitors of human cell surface prion protein PrPC | TR-FRET read-out | P04156 | hit rate 0.43% among 370,000 | AID 720596 | inhibition, % at 13.8 µM; in the data active = inhibition above about 24%; also: 0% = median of the test wells and 100% = reference compound wells
Rv3671c inh – Rv3671c (M. tuberculosis) protease inhibition. P9WHR9. inhibition, % at 5.96 µM. hit rate 0.048% among 320,000; in the data active = inhibition above about 38%;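 also: extracellular domain of Rv3671c used as enzyme; 0% = enzyme with DMSO and 100% = no enzyme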
Target sequence (P9WHR9 whole entry, looked up, the tested form may be a part): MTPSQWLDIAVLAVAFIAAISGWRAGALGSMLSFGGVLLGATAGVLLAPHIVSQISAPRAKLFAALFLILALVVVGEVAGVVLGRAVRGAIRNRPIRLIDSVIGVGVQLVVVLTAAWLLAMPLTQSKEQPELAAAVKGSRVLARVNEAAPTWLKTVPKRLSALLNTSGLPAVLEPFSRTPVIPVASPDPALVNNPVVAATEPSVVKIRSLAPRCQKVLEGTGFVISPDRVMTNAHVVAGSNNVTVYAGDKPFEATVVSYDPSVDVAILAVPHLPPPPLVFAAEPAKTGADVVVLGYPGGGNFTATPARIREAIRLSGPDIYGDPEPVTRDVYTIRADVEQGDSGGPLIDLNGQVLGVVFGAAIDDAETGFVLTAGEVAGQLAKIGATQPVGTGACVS
SSB-PriA inh – blocks PriA binding to SSB C-terminal tail; hit rate 0.6% among 430,000; AID 1272365; AlphaScreen SSBct-PriA binding, biotinylated peptide; inhibition, % at 33 µM; in the data active = inhibition mostly above about 37%, no sharp cut-off; inactive = mostly below about 20%;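 also: plate controls were negative control peptide for no effect and reference peptide for full effect; strong numbers were not always called active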
SARS 3CLpro inh – SARS-CoV 3CLpro protease inhibition | inhibition, % at 6 µM | AID 1706 | recombinant SARS-CoV 3CLpro, quenched FRET peptide cleavage | hit rate 0.14% among 290,000 | P0C6X7; in the data active = inhibition above about 12%
TcdB GH inh – blocks C. difficile toxin B glycohydrolase activity | P18177 | TcdB glycohydrolase enzymatic assay, plate reader | inhibition, % at 9.99 µM | hit rate 0.24% among 350,000; in the data active = inhibition above about 10%
Yp Topo-I inh – blocks Yersinia pestis topoisomerase I activity; hit rate 0.064% among 360,000; activity, % at 10 µM; Y. pestis Topo-I cleavage product accumulation, plate reader; AID 504884; in the data active = activity above about 50%, passing the limit was not always enough; also: inactives centre near 2
MazEF act – increases E. coli MazEF RNase cleavage of RNA; P0AE70; FAM/BHQ RNA-DNA oligo cleavage fluorescence, 5 h; activation, % at 20 µM; hit rate 0.32% among 350,000; AID 504720; in the data active = activation above about 50%
Target sequence (P0AE70 whole entry, looked up): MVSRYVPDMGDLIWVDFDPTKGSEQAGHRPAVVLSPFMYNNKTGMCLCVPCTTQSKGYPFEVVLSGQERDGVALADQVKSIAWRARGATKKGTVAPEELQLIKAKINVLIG
BH1578 lux ind – quorum light induction in luxS cqsA deficient V. cholerae | activation, % at 18.7 µM | V. cholerae BH1578 lux reporter, luminescence, 6 h | AID 588436 | hit rate 0.16% among 350,000; in the data active = activation mostly above about 9.7%, no sharp cut-off; also: not every result past the cut was called active; inactives centre near 0; reference of the scale not given here
DUSP3 inh – DUSP3 (human) phosphatase inhibition; P51452; inhibition, % at 13.3 µM; recombinant VHR phosphatase, pNPP absorbance; hit rate 0.52% among 290,000; in the data active = inhibition above about 50%; also: some compounds called inactive have numbers as strong as hits
Target sequence (P51452 whole entry, looked up): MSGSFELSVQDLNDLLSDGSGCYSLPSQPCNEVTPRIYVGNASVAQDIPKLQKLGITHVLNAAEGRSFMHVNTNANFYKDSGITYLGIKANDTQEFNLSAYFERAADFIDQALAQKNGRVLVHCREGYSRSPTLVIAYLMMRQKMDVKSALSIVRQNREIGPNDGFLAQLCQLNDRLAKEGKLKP
The depositor's hits bear a star; i = inactive; . = no result given; & = joins results of further samples. This is a subset (hit frequency here may not be typical).

Start of the data: the first 7 records (preview)
SMILES	CCHF vOTU inh	PrPC surface inh	Rv3671c inh	SSB-PriA inh	SARS 3CLpro inh	TcdB GH inh	Yp Topo-I inh	MazEF act	BH1578 lux ind	DUSP3 inh
O=C(Nc1ccc(NC(=O)c2cccs2)cc1)c1ccccc1	9	-2	-3	6	6	1.4	-2	-19	-0.9	10
COc1ccc(CCNC(=O)CSC2=Nc3ccccc3C3=NC(C(C)C)C(=O)N23)cc1OC (configuration not stated)	6	4	0	-10	1	.	16	1	-1.9	18
Cc1[nH]c2ccccc2c1C(=O)C(=O)N1CCN(C)CC1	2	1	5	-5	1	2.6	-3	-22	-1.4	34
CC(=O)N1N=C(c2cccc(NS(C)(=O)=O)c2)CC1c1ccc2c(c1)OCO2 (configuration not stated)	4	-7	-5	3	-2	0.6	3	10	0.2	-33
CCOc1cc(CNCCc2ccc(S(N)(=O)=O)cc2)ccc1OCc1ccccc1	-13	4	1	5	3	.	5	10	-0.2	10
Cc1ccc(C)n1-c1nn(S(=O)(=O)c2cccc(C(F)(F)F)c2)c2cccc(F)c12	-6	0	3	-4	8	3.9	4	-10	i	12
CCOC(=O)N1CCN(C(=O)CN(Cc2ccccc2)S(=O)(=O)c2ccc(OC)c(Cl)c2)CC1	-5	-2	-2	-4	-2	.	9	3	i	11

Results, previewed entries included:
SMILES	CCHF vOTU inh	PrPC surface inh	Rv3671c inh	SSB-PriA inh	SARS 3CLpro inh	TcdB GH inh	Yp Topo-I inh	MazEF act	BH1578 lux ind	DUSP3 inh
O=C(Nc1ccc(NC(=O)c2cccs2)cc1)c1ccccc1	9	-2	-3	6	6	1.4	-2	-19	-0.9	10
COc1ccc(CCNC(=O)CSC2=Nc3ccccc3C3=NC(C(C)C)C(=O)N23)cc1OC (configuration not stated)	6	4	0	-10	1	.	16	1	-1.9	18
Cc1[nH]c2ccccc2c1C(=O)C(=O)N1CCN(C)CC1	2	1	5	-5	1	2.6	-3	-22	-1.4	34
CC(=O)N1N=C(c2cccc(NS(C)(=O)=O)c2)CC1c1ccc2c(c1)OCO2 (configuration not stated)	4	-7	-5	3	-2	0.6	3	10	0.2	-33
CCOc1cc(CNCCc2ccc(S(N)(=O)=O)cc2)ccc1OCc1ccccc1	-13	4	1	5	3	.	5	10	-0.2	10
Cc1ccc(C)n1-c1nn(S(=O)(=O)c2cccc(C(F)(F)F)c2)c2cccc(F)c12	-6	0	3	-4	8	3.9	4	-10	i	12
CCOC(=O)N1CCN(C(=O)CN(Cc2ccccc2)S(=O)(=O)c2ccc(OC)c(Cl)c2)CC1	-5	-2	-2	-4	-2	.	9	3	i	11
COc1cccc(C(=O)N2CCN(Cc3ccccn3)CC2)c1OC	-6	6	1	-8	-1	.	0	2	-1.0	15
Cc1cccc(C)c1NC1=C(Cl)C(=O)OC1OC(C)C (configuration not stated)	-7	1	-11	-104	0	-0.2	0	3	-0.2	21
COc1ccc(C(=O)NCc2nnc(SCCOc3ccccc3)n2C)cc1	-3	4	4	-9	1	-0.1	-5	-8	-0.7	18
COc1ccc(NC(=O)Nc2cccc3c2O[C@H](CN(C)S(=O)(=O)c2cn(C)cn2)[C@@H](C)CN([C@H](C)CO)C3=O)cc1	-9	-3	3	-31	.	-8.6&0.7	10	1	-5.4	.
O=C(Nc1ccc(F)cc1)C1CCN(C(=O)c2ccc([N+](=O)[O-])cc2)CC1	3	-16	-31	-5	6	-0.1	-8	-7	-0.3	-2
COc1ccc(NS(=O)(=O)c2ccc3c(c2)NC(=O)C(C)S3)cc1 (configuration not stated)	12	9	5	2	4	1.4	-1	4	i	3
O=C(c1cnn2c(C(F)F)cc(-c3ccccc3)nc12)N1CCc2ccccc21	5	6	-1	1	-1	-0.7	6	5	i	-8
CCC(C)(NC(=O)c1ccc(=O)[nH]c1)C(=O)NC1CCCC1 (configuration not stated)	3	5	0	0	-5	1.7	-2	1	-0.2	7
CC1Cc2ccccc2N1C(=O)CSc1nc2cc3c(cc2cc1C#N)OCO3 (configuration not stated)	0	-3	-5	2	-3	.	4	-11	-6.2	12
OCC[C@H]1C[C@@H](O)[C@H](O)[C@@]2(Cc3ccccc3O2)O1	-6	4	-4	-7	.	1.6	-7	3	i	.
CC1CC(=O)N(c2ccc(NCc3ccccc3Cl)c([N+](=O)[O-])c2)C1=O (configuration not stated)	4	-16	0	3	-3	.	15	-4	-1.0	7
CC(OC(=O)/C(C#N)=C/c1ccco1)C(=O)N(C)c1ccccc1 (configuration not stated)	4	0	-7	-7	.	0.7	2	-9	i	.
C[n+]1c(-c2ccccc2)cc2c(=Cc3ccccc3)c3ccccc3n21	83*	-41	.	31	.	-0.1	-14	19	i	.
COc1cc(C)ccc1OCCCOc1ccccc1Br	4	-4	-1	-5	-4	.	45	-1	i	10
CN(C(=O)CSc1nc(N)cc(=O)[nH]1)C1CCCCC1	3	0	.	.	.	0.6	11	0	-5.3	.
CCN(CC)S(=O)(=O)c1ccc(C(=O)NCc2cccs2)cc1	1	-2	5	-6	4	.	-12	-13	i	7
Nc1ncnc2c1ncn2[C@@H]1O[C@H](CNCc2ccc(OCC(=O)Nc3ccccn3)cc2)[C@@H](O)[C@H]1O	-1	-3	-3	-14	.	0.2	-4	2	i	.
CCOCCN1CCN(c2c(C)c(C)nc3cc(-c4cc(OC)cc(OC)c4)nn23)CC1	-15	-10	0	-1	-2	1.2&1.7	-1	-9	i	46

Full records, quoted from the list. Values in the order: CCHF vOTU inh	PrPC surface inh	Rv3671c inh	SSB-PriA inh	SARS 3CLpro inh	TcdB GH inh	Yp Topo-I inh	MazEF act	BH1578 lux ind	DUSP3 inh
O=C(Nc1ccc(NC(=O)c2cccs2)cc1)c1ccccc1 is listed with 9	-2	-3	6	6	1.4	-2	-19	-0.9	10
CC(OC(=O)/C(C#N)=C/c1ccco1)C(=O)N(C)c1ccccc1 (configuration not stated) is listed with 4	0	-7	-7	.	0.7	2	-9	i	.

Next section
SMILES	CCHF vOTU inh	PrPC surface inh	Rv3671c inh	SSB-PriA inh	SARS 3CLpro inh	TcdB GH inh	Yp Topo-I inh	MazEF act	BH1578 lux ind	DUSP3 inh
Cc1cccc(N(Cc2cc3ccc(C)cc3[nH]c2=O)S(=O)(=O)c2ccccc2)c1	9	3	-42	-5	3	1.5	22	3	-0.7	-22
Clc1cccc(-c2nc(-c3ccc(-c4nn[nH]n4)cc3)no2)c1	13	-2	-94	-2	.	-0.4	3	-2	i	.
O=C1c2cccc3cccc(c23)C(=O)N1Nc1ccccc1	15	-38	-3	-5	6	.	0	16	i	-4
COc1ccc(/C=C/C(=O)c2ccc(O)cc2)cc1COc1ccc(F)cc1	11	4	-72	7	8	-0.4	-1	-11	-0.5	26
CC(=O)Nc1ccc(Cl)c(-c2nc3ncccc3o2)c1	9	-1	-10	-2	-5	-0.1	2	5	i	18
CCCNC(=O)c1ccc(N2CCC3(CC2)CC(c2cccc(Br)c2)=NO3)c(NC(=O)c2cccc(C)c2)c1	4	-2	-49	6	.	0.2	14	-12	i	.
O=C(Nc1ccc2c(c1)OCO2)c1cc(Cl)ccn1	2	6	-8	8	.	1.0	4	2	-0.3	.
NC(=S)Nc1cccc(Cl)c1	-13	14	4	-4	1	-0.3	-8	5	-0.2	20
COc1ccc(C=C2OC(=O)C(C(C)=O)=C2O)cc1	9	0	.	.	.	0.1	4	-1	i	.
O=C1CC(NC23CC4CC(CC(C4)C2)C3)C(=O)N1c1ccc2c(c1)OCO2 (configuration not stated)	-13	5	-3	-4	2	.	2	-1	-0.4	-2
CC1=C(C(=O)OC(C)C)[C@@H](c2ccc(C)o2)NC(=O)N1	-7	4	3	3	-7	1.1	-3	1	-0.1	-3
CCCCNc1nc(CC)c2c(c1C#N)CCCC2	-2	-2	-1	-10	-1	.	5	2	i	26
N=c1ccccn1CC(O)COc1ccccc1 (configuration not stated)	2	-9	0	0	1	.	-2	-1	-3.0	13
C[C@H](CO)N1C[C@H](C)[C@@H](CN(C)S(C)(=O)=O)Oc2c(NC(=O)C3CC3)cccc2C1=O	14	8	2	-13	.	0.3&1.2	0	0	-0.2	.
O=C(NCCc1c[nH]c2ccccc12)OCCSS(=O)(=O)O	8	6	-17	-8	9	-2.5	7	10	i	9
O=C1Nc2cc(C(=O)NCC3CCCO3)ccc2S/C1=C/c1ccccc1F (configuration not stated)	31*	2	-19	-9	6	1.8	-3	13	-0.2	54*
COc1ccc(/C=C2/N=C3CCCCCN3C2=O)cc1	-5	0	-8	-9	2	-0.2	2	-24	-0.7	31
O=c1cc(NCc2ccccc2)c2ccccc2o1	0	5	2	-11	2	.	8	4	i	6
CC(C)(C)c1cc(-c2nc(N)nc(N)n2)cc(C(C)(C)C)c1	-7	-3	2	-6	3	0.7	-3	8	-0.2	11
O=C(CNS(=O)(=O)c1ccc(Br)s1)N1CCC(N2CCCCC2)CC1	2	-10	-3	-25	-1	.	-11	1	-0.6	12
CCOC(=O)c1sc(=S)n(C)c1NC(=O)c1ccc(C(C)(C)C)cc1	2	-2	-4	-4	4	0.4	1	-2	i	-3
CCOc1ccc(S(=O)(=O)N2CCN=C2c2ccccc2)c(C)c1C	-6	-4	-4	-18	-4	0.5	5	-2	-0.1	-13
COc1ccc(/C(O)=C2/C(=O)C(=O)N(Cc3ccco3)C2c2cccs2)cc1 (configuration not stated)	4	1	12	.	3	.	-6	8	0.0	12
O=C(NCc1ccc(F)cc1)N1[C@H]2CC[C@@H]1C=C(c1ccc(F)cc1OCc1ccccc1)C2	-4	15	.	.	.	0.7	13	0	0.6	.
O=S(=O)(c1ccccc1)N1CCN(C(=S)NCCc2ccccc2)CC1	-5	3	3	-5	0	1.3	6	11	-3.9	19
CCC(=NCCCO)c1c(O)n(-c2ccc(OC)cc2)c(=O)[nH]c1=O	-3	-7	-1	-7	2	.	-3	-6	0.6	0
COc1ccc(-c2cc3c(=O)n(CC(=O)NCCCN4CCC(N5CCCCC5)CC4)nc(C)n3n2)cc1	7	-8	2	-3	3	0.8	-6	17	i	15
Cc1oc(-c2ccccc2F)nc1CS(=O)(=O)CC(=O)NCCCN1CCc2ccccc2C1	7	-12	-5	-6	-3	0.9	21	3	-0.5	25
O=C(OCCN=C1NS(=O)(=O)c2ccccc21)C1CC(=O)N(c2ccc(Cl)cc2)C1 (configuration not stated)	6	-3	-5	-10	4	.	10	0	i	2
O=C1c2ccccc2C(=O)N1CCc1nc2ccccc2c(=O)n1CCCn1ccnc1	-5	1	8	12	-10	.	10	-7	-0.7	36
